LDHA block: blocks human lactate dehydrogenase A; purified LDHA, NADH/diaphorase-resazurin fluorescence; active compounds read low; activity change, % (values are at about 110 or 230 µM); AID 1347041; 480,000 tested, 0.15% active; in the data active = activity change below about -30%; inconclusive = mostly about -25% to -30%;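 also: plate controls were DMSO wells for no effect and wells without enzyme for full effect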
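Human LDH5 (2 nM) was incubated with 0.06 mM NADH and 0.2 mM pyruvate for 5 min at room temperature in Tris pH 7.4. Remaining NADH was coupled through diaphorase/resazurin, and resorufin fluorescence was read at 0 and 20 min.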
APEX1 inh: inhibitors of human APE1 endonuclease. P27695. recombinant APE1, TAMRA/BHQ-2 abasic DNA cleavage fluorescence. Potency, µM (highest dose often 65.8 µM), inactives show at the highest dose activity change, negative = inhibition, hits mostly inhibitors. 350,000 tested, 0.35% active;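 also: potency is read from the fitted curve at half-maximal effect; plate controls were vehicle for no effect and reference inhibitor for full effect; nearly all actives have a fitted effect of over 55% in size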
Target sequence (P27695 whole entry, looked up): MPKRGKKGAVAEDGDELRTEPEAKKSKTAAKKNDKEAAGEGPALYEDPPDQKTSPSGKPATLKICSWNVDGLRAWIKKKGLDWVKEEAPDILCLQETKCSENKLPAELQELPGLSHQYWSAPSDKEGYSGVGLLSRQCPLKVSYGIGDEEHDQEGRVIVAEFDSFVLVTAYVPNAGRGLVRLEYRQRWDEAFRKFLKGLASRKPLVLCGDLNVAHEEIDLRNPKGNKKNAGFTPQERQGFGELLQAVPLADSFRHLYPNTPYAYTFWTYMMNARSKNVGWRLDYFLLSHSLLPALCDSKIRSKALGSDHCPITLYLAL
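Compound pre-exposure to 0.75 nM APE1, 15 min at ambient temperature. Reaction initiated with 50 nM TAMRA/BHQ-2 THF substrate, read immediately in kinetic mode, 525 nm excitation, 598 nm emission.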
POLB inh: DNA polymerase beta (human) inhibition | 340,000 tested, 1.3% active | Pol beta primer extension/strand displacement, fluorescence kinetic | Potency, µM (doses to about 114 µM), without a hit: top-dose activity change, negative = inhibition, usual class: inhibitors | P06746; also: potency is read from the fitted curve at half-maximal effect; % is scaled to controls: 0 for no effect and ±100 for the full control effect
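Human Pol beta at 10 nM; strand-displacement substrate 50 nM final. Compound exposure 15 min at room temperature before start, reaction 10 min at room temperature.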
Anesthetic bind: candidate novel general anesthetic via apoferritin binding; P02791; apoferritin/1-aminoanthracene competitive binding, fluorescence; Potency, µM (doses to about 77.5 µM), inactives show at the top dose activity change, negative = displacement, actives largely listed as inhibitors; 350,000 tested, 0.074% active; AID 485281; also: potency is read from the fitted curve at half-maximal effect; % is scaled to controls: 0 for no effect and ±100 for the full control effect; nearly all actives have a fitted effect of over 20% in size
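Apoferritin-based anesthetic binding model; compound displacement of fluorescent 1-AMA measured as endpoint fluorescence after 10 minutes at room temperature, scaled to free-ligand and complex controls.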
POLH inh: inhibitors of human DNA polymerase eta. 390,000 tested, 1.2% active. AID 588591. Potency, µM (doses to about 114 µM), without a hit: top-dose activity change, negative = inhibition, actives largely listed as inhibitors. recombinant Pol eta, fluorescent DNA replication assay; also: potency is read from the fitted curve at half-maximal effect; % is scaled to controls: 0 for no effect and ±100 for the full control effect
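Fluorescent replication assay: 50 nM final substrate added after a 15 min room-temperature compound preincubation with 10 nM enzyme. Signal taken at 0 min and again at 10 min.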
ALOX12 inh: inhibitors of human 12S-lipoxygenase ALOX12; 580,000 tested, 1.1% active; purified 12hLO, xylenol orange hydroperoxide absorbance; P18054; Potency, µM (top dose mostly 108 µM), for inactives: top-dose activity change, negative = inhibition, hits mostly inhibitors; also: potency is read from the fitted curve at half-maximal effect; % is scaled to controls: 0 for no effect and ±100 for the full control effect
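Purified human 12hLO (150 nM final) in 25 mM Hepes, 0.01% Triton X-100, pH 7.0 was preincubated 15 min at room temperature with compound. Then 40 uM arachidonic acid was added, 30 min. Hydroperoxide was read by Fe-XO absorbance ratio 573/405 nm.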
POLK inh: blocks human DNA polymerase kappa activity. Q9UBT6. purified Pol kappa, fluorescent DNA synthesis assay, 10 min. Potency, µM (highest dose often 107 µM), for the others: at the top dose activity, negative = inhibition, usual class: inhibitors. 400,000 tested, 0.53% active; also: potency is read from the fitted curve at half-maximal effect; % is scaled to controls: 0 for no effect and ±100 for the full control effect
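10 nM Pol kappa was preincubated with compounds for 15 min at room temperature. Reaction started with 50 nM (final) substrate. Fluorescence read kinetically at 0 and 10 min.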
ERG-DNA inh: ERG Ets/DNA interaction inhibition; Potency, µM (doses to about 76.9 µM), inactives show at the highest dose FP activity, negative = inhibition, usual class: inhibitors; fluorescence polarization, His-ERG Ets domain / labelled DNA; P11308; AID 624246; 370,000 tested, 0.028% active; active = well fitted inhibition curve with a large enough effect in the polarisation, with a control signal flat; inconclusive = small, poorly fitted or top-dose-only effect, or effect the other way, or a change in a side signal; inactive = no such curve, though single readings can be large or run the other way; the % refers to the polarisation;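 also: polarization taken with two DNA probes labelled with fluorescein and Texas red; potency is read from the fitted curve at half-maximal effect; % of control where 0% means no effect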
Target sequence (P11308 whole entry, looked up, the tested form may be a part): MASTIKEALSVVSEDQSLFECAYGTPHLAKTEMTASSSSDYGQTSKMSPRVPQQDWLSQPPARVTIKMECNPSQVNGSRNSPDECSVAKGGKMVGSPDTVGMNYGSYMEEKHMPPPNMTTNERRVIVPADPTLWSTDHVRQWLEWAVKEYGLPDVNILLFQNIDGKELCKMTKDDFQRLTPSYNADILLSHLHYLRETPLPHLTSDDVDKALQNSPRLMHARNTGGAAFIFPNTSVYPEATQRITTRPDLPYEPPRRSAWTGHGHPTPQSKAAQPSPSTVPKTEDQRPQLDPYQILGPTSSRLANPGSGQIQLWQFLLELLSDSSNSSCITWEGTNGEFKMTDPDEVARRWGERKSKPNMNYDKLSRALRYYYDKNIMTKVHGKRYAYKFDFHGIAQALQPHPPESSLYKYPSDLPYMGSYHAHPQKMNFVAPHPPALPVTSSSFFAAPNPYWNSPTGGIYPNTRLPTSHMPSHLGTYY
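His-tagged ERG Ets domain (1 uM in the protein solution; 300mM KCl, 50mM Tris-HCl, 1mM EDTA, 1mM DTT, pH 7.5) received compound, then a probe mix of 5 nM fluorescein-DNA and 100nM Texas-615-DNA. Fluorescence polarization was read for both dyes.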
RGS4 inh: inhibitors of human regulator of G protein signaling 4. Potency, µM (highest dose often 114 µM), for the others: at the top dose activity change, negative = inhibition, most hits filed as inhibitors. 390,000 tested, 0.039% active. Transcreener GDP fluorescence polarization, RGS4-accelerated GTP hydrolysis. AID 504845. P49798; also: potency is read from the fitted curve at half-maximal effect; % is scaled to controls: 0 for no effect and ±100 for the full control effect; nearly all actives have a fitted effect of over 75% in size; some results filed as inactive show a strong effect at the top dose
Target sequence (P49798 whole entry, looked up): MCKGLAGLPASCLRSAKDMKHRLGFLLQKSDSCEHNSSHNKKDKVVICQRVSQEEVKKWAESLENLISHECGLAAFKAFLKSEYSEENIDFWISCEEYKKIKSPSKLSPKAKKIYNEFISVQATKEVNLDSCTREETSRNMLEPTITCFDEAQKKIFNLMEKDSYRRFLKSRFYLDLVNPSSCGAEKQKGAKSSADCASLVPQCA
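MLSMR compounds (23 nl, pin-transferred) preincubated 10 min at room temperature with a 500nM (2x) first reagent, then RGS4 at 900nM (2x) plus Transcreener GDP mix added; fluorescence polarization (620/688 nm) read before and after 90 min at 30 °C.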
Active calls of the source: *; & = joins results of further samples; [ ] = dose if it differs, or a comment. Unless noted, calls follow the shape of the dose curve; as a rule, active = well fitted curve in the direction sought with a large enough effect; inconclusive = small, poorly fitted or top-dose-only effect, or another doubt; inactive = no such curve, though single readings can be large; an effect the other way counts as inactive or inconclusive. A portion of the library; count on the stated rates, not on these rows.

Screening CCN(C(=O)COC(=O)c1cc2c(s1)CCCC2)c1c(N)n(Cc2ccccc2)c(=O)[nH]c1=O returned LDHA block -1, APEX1 inh 30%, POLH inh inconclusive, ALOX12 inh 2%, POLK inh -33%, ERG-DNA inh 17% and RGS4 inh -35%.
Screening Cc1ccc(NC(=O)c2ccccc2)cc1-n1cnnn1 returned LDHA block -3, APEX1 inh 3%, POLB inh 32µM*, Anesthetic bind inconclusive, POLH inh -14%, ALOX12 inh 7%, POLK inh -4%, ERG-DNA inh 5% and RGS4 inh -15%.
Screening COc1cc(OC)c(Nc2cc(C)nc3ncnn23)cc1Cl returned LDHA block 3, POLB inh 2%, Anesthetic bind 2%, POLH inh inconclusive, ALOX12 inh -27%, POLK inh 10%, ERG-DNA inh -1% and RGS4 inh -1%.
O=C(Nc1cccc([N+](=O)[O-])c1)c1ccc(CN2CCOCC2)cc1 was read as LDHA block -2, APEX1 inh 3%, POLB inh 16%, Anesthetic bind -11%, POLH inh 2%, ALOX12 inh -4%, POLK inh -9%, ERG-DNA inh 6% and RGS4 inh 23%.
For COc1ccc(CCNC(=O)CN(c2ccc(OC)c(OC)c2)S(C)(=O)=O)cc1 the results were LDHA block -3, APEX1 inh 1%, POLB inh -2%, Anesthetic bind -22%, POLH inh -4%, ALOX12 inh 0%, POLK inh -15%, ERG-DNA inh 1% and RGS4 inh -21%.
For COc1cccc2[nH]c(=O)c(-c3ccccc3)cc12 the results were LDHA block -15, APEX1 inh -3%, POLB inh 2%, Anesthetic bind -6%, POLH inh -19%, ALOX12 inh 0%, POLK inh 5%, ERG-DNA inh 3% and RGS4 inh -18%.
CCCCc1cc(=O)oc2cc(OCC(=O)NCc3ccccn3)ccc12 was read as LDHA block -4&-3, APEX1 inh 0%, POLB inh 7%, Anesthetic bind -11%, POLH inh -6%, ALOX12 inh 7%&9%, POLK inh -4%, ERG-DNA inh -2% and RGS4 inh -13%.
For O=C(COc1ccc2ccccc2c1Br)N1CCN(c2ccccn2)CC1 the results were LDHA block 2, APEX1 inh -6%, POLB inh -7%, Anesthetic bind -8%, POLH inh -14%, ALOX12 inh -20%, POLK inh -6%, ERG-DNA inh -9% and RGS4 inh -29%.
CCc1nn2c(-c3ccccc3OC)ccnc2c1-c1ccc(F)cc1 was read as LDHA block -4, POLB inh 0%, Anesthetic bind 29%, POLH inh -22%, ALOX12 inh -9%, POLK inh -14%, ERG-DNA inh 0% and RGS4 inh 28%.
`CCCN1CCC(=O)N([C@H](CO)Cc2ccccc2)CC1` gave LDHA block -4, APEX1 inh 24%, POLB inh 2%, Anesthetic bind 3%, POLH inh 3%, ALOX12 inh -14%, POLK inh -2%&-23%, ERG-DNA inh 19% and RGS4 inh 7%.
`CCc1ncc(CN2CCC(C(=O)Nc3ccc(-n4nc(C)cc4C)cc3)CC2)cn1` gave LDHA block 1, APEX1 inh -1%, POLB inh 23%, Anesthetic bind -14%, POLH inh -4%, ALOX12 inh inactive, POLK inh 12%, ERG-DNA inh 8% and RGS4 inh -3%.
OCCNc1nc(Nc2cccc(O)c2)nc2ccccc12 was read as LDHA block -4, APEX1 inh 1%, POLB inh -17%, Anesthetic bind 6%, POLH inh -23%, ALOX12 inh inconclusive, POLK inh -4%, ERG-DNA inh 7% and RGS4 inh -20%.
For CC(Oc1ccc2ccccc2c1)C(=O)NNC(=O)Nc1ccccc1F (centres undefined) the results were LDHA block -2, APEX1 inh 12%, POLB inh inconclusive, Anesthetic bind inconclusive, POLH inh -3%, ALOX12 inh 0%, POLK inh -18%, ERG-DNA inh -5% and RGS4 inh 7%.
CC1=C(C(=O)N2CCOCC2)C(c2ccccc2F)C2=C(CC(C)(C)CC2=O)N1 (centres undefined) was read as LDHA block 5, APEX1 inh -1%, POLB inh 14%, Anesthetic bind 153%[activator], POLH inh -14%, ALOX12 inh 0%, POLK inh -16%, ERG-DNA inh 2% and RGS4 inh -5%.
`COc1ccc(CC(=O)N2CCN(c3ccccn3)CC2)cc1OC` gave LDHA block -4, APEX1 inh 1%, POLB inh 30%, Anesthetic bind 7%, POLH inh -2%, ALOX12 inh 5%, POLK inh -12%, ERG-DNA inh -11% and RGS4 inh -17%[11.4 µM].

Grouped by structure: the entries above with fluorine (3)
CCc1nn2c(-c3ccccc3OC)ccnc2c1-c1ccc(F)cc1 was read as LDHA block -4, POLB inh 0%, Anesthetic bind 29%, POLH inh -22%, ALOX12 inh -9%, POLK inh -14%, ERG-DNA inh 0% and RGS4 inh 28%.
For CC(Oc1ccc2ccccc2c1)C(=O)NNC(=O)Nc1ccccc1F (centres undefined) the results were LDHA block -2, APEX1 inh 12%, POLB inh inconclusive, Anesthetic bind inconclusive, POLH inh -3%, ALOX12 inh 0%, POLK inh -18%, ERG-DNA inh -5% and RGS4 inh 7%.
CC1=C(C(=O)N2CCOCC2)C(c2ccccc2F)C2=C(CC(C)(C)CC2=O)N1 (centres undefined) was read as LDHA block 5, APEX1 inh -1%, POLB inh 14%, Anesthetic bind 153%[activator], POLH inh -14%, ALOX12 inh 0%, POLK inh -16%, ERG-DNA inh 2% and RGS4 inh -5%.

Continuation:
CCC(C)(C)C1CCC2(CC1)NC(=S)N(c1ccccc1)N2 (centres undefined) was read as LDHA block 1, APEX1 inh 0%, POLB inh 0%, Anesthetic bind -4%, POLH inh -12%, ALOX12 inh inconclusive, POLK inh -12%, ERG-DNA inh 7% and RGS4 inh -49%.
CC1(C)C2CCC1(CS(=O)(=O)N1CCN(c3ccc(F)cc3)CC1)C(=O)C2 (centres undefined) was read as LDHA block -7, APEX1 inh 7%, POLB inh 17%, Anesthetic bind 1%, POLH inh -17%, ALOX12 inh -3%, POLK inh -6%, ERG-DNA inh 3% and RGS4 inh 6%.
`Cc1nc2c(C(=O)NCc3ccc4c(c3)OCO4)c[nH]n2c(=O)c1Cc1ccccc1F` gave LDHA block -5, APEX1 inh -3%, POLB inh inconclusive, Anesthetic bind -20%, POLH inh 89µM*, ALOX12 inh inconclusive, POLK inh -24%, ERG-DNA inh -3% and RGS4 inh 19%.
`O=C(NCc1ccccc1Cl)C1CCCN1S(=O)(=O)c1ccc(F)cc1` (centres undefined) gave LDHA block -3, APEX1 inh 12%, POLB inh 32%, Anesthetic bind 5%, POLH inh -23%, ALOX12 inh inconclusive, POLK inh 13%, ERG-DNA inh -15% and RGS4 inh -13%.
`Cc1ccc(OCC(=O)NCC(=O)Nc2ccc(F)cc2)c([N+](=O)[O-])n1` gave LDHA block -7, APEX1 inh 1%, POLB inh -1%, Anesthetic bind -5%, POLH inh -7%, ALOX12 inh 3%, POLK inh -13% and RGS4 inh -2%.
`COCCNC(=O)C(C)OC(=O)c1cc2sccc2n1C` (centres undefined) gave LDHA block -2, APEX1 inh -3%, POLB inh 1%, Anesthetic bind -1%, POLH inh -20%, ALOX12 inh -20%, POLK inh -1%, ERG-DNA inh -2% and RGS4 inh 7%[11.4 µM].
Screening NS(=O)(=O)c1ccc(NC(=O)CSc2ncccn2)cc1 returned LDHA block 3, APEX1 inh 16%, POLB inh inconclusive, Anesthetic bind 11%, POLH inh -14%, ALOX12 inh 0%, POLK inh 6%, ERG-DNA inh 9% and RGS4 inh -21%.
COc1ccc2oc(=O)c(C(=O)N3CCN(c4ccc(F)cc4)CC3)cc2c1 was read as LDHA block -4, APEX1 inh -5%, POLB inh -17%, Anesthetic bind -17%, POLH inh -21%, ALOX12 inh -3%, POLK inh -1%, ERG-DNA inh 8% and RGS4 inh 18%.
For Cc1ccc(NC(=O)CCNCc2ccco2)cc1S(=O)(=O)N(C)C the results were LDHA block -19, APEX1 inh -5%, POLB inh 3%, Anesthetic bind -10%, POLH inh -17%, ALOX12 inh inconclusive, POLK inh 2%, ERG-DNA inh -1% and RGS4 inh 14%.
CN(C)c1ccc(S(=O)(=O)N2CCCCC2)cc1NC(=O)C1=NN(c2ccccc2)C(=O)CC1 was read as LDHA block -3, APEX1 inh 28%, POLB inh -9%, Anesthetic bind -10%, POLH inh -24%, ALOX12 inh -6%, POLK inh -2%, ERG-DNA inh 1% and RGS4 inh 0%[56.9 µM].
For CNC(=S)N/N=C(\C)c1ccc(Cl)c(Cl)c1 the results were LDHA block -6, APEX1 inh 2%, POLB inh 0%, Anesthetic bind inconclusive, POLH inh -16%, ALOX12 inh 40µM*, POLK inh -12%, ERG-DNA inh 2% and RGS4 inh 2%.
CC[C@@H]1[C@H]2CCCC(=O)N3CC[C@@H](C[C@@H]1OC(=O)Nc1ccccc1)[C@@H]23 was read as LDHA block -4, APEX1 inh 10%, POLB inh 5%, Anesthetic bind -7%, POLH inh -1%, ALOX12 inh 7%, POLK inh 1%&0%, ERG-DNA inh -9% and RGS4 inh 2%.
Screening Cc1cccc(NC(=O)CSc2nnc(C3CC3)n2CC2CCCO2)c1C (centres undefined) returned LDHA block -5, APEX1 inh 10%, POLB inh 25%, Anesthetic bind 3%, POLH inh -11%, ALOX12 inh -7%, POLK inh -3%, ERG-DNA inh 1% and RGS4 inh -13%.
`O=C(O)CCC(=O)Nc1ccc(C(=O)OCC(=O)c2ccc(Cl)cc2)cc1` gave LDHA block -6, APEX1 inh 5%, POLB inh 7%, Anesthetic bind -20%, POLH inh 4%, ALOX12 inh -16%, POLK inh 2%, ERG-DNA inh -6% and RGS4 inh 2%.

Screening results from PubChem BioAssay.
